# High-throughput results as filed in PubChem.
# hiPSC survival – increases survival of single human iPS cells | hiPSC single-cell survival, ATPlite luminescence; 100% = ROCK inhibitor wells, 0% = DMSO | survival enhancement, % at 20 µM | 0.044% of 360,000 active; in the data active = survival enhancement above about 18%;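 also: cells exposed to compounds for 16 hours before the ATP read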
# Shn3 inh set2 – Schnurri-3 reporter inhibition in Clone20 osteoblasts; Clone20 osteoblast Shn3 3'UTR firefly luciferase, 24 h; inhibition, % at 12.5 µM; 0.52% of 360,000 active; AID 588674;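 active = mean inhibition of at least 75% with every replicate also reaching 75%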;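 also: 0% = median of neutral control wells and 100% = pilot-screen positive control compound; some compounds past the cut are filed as inactive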
# KKLEB tox – counter-screen for CF NF-kB inhibitors: cytotoxicity. KKLEB CF airway cells viability, ATPlite luminescence, overnight; hits give low values; cells stimulated with P. aeruginosa culture filtrate. activity change (cytotoxicity), % at 5 µM. 0.36% of 360,000 active. AID 602141;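 active = corrected activity change at or below -50% at 5 µM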
# HIF-2a block – blocks HIF-2a reporter activity. 786-0 RCC cells HIF-2a reporter, luciferase luminescence, overnight. 0.72% of 360,000 active. inhibition, % at 18.8 µM. AID 624352;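 active = inhibition of the luminescence signal of 40% or more relative to plate controls, in a single-dose primary screen at 18.75 µM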
# NR2E3 ag-1 – agonists of human nuclear receptor NR2E3; Q9Y5X4; GST-NR2E3/biotin-RetCOR TR-FRET, 1536-well; inhibition of corepressor binding, % at 4.78 µM; 0.12% of 320,000 active; AID 2300;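 active = percent inhibition above the cutoff of mean plus 3 SD of all tested compounds, set per screening campaign, cut at about 20% in these data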;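 also: 0% = DMSO wells and 100% = biotin wells as full block of FRET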
# Target sequence (Q9Y5X4 whole entry, looked up): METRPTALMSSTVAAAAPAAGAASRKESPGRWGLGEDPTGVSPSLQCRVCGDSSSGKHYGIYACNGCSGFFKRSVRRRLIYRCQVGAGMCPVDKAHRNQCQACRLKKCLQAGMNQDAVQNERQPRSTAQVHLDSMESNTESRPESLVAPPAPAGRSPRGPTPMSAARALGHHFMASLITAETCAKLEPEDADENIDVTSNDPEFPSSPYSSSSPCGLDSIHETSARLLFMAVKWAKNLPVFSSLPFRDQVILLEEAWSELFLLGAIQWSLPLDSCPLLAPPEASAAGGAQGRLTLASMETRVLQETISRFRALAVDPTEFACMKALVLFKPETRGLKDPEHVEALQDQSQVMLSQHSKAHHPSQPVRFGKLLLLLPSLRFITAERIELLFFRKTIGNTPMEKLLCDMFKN
#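 Material: NR2E3–RetCOR corepressor complex | Quantity: 1.35 nM GST-tagged NR2E3 final | Schedule: 5 h at 4 °C | Replication: Singlicate compound wells | Reagent: RetCOR corepressor, biotinylated, 7 nM | Controls: Biotin wells as high control, 0.6% DMSO wells as low control | Signal: TR-FRET, Eu(K)-anti-GST donor, streptavidin-D2 acceptor, ex 340, em 617/671 nm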
# TRAIL sens C8 – sensitizes caspase-8 expressing cells to TRAIL. 1% of 360,000 active. NB7+C8 cells + TRAIL, ATPlite viability luminescence. AID 624354. inhibition (viability loss, TRAIL sensitization), % at 10 µM;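 active = compounds causing at least 50% loss of cell viability in the single-dose screen, relative to plate controls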
# NR2E3 ag-2 – activates human NR2E3 receptor | Q9Y5X4 | CHO-S Gal4-NCOR/VP16-NR2E3 two-hybrid, luciferase | inhibition of corepressor binding, % at 3.98 µM | 0.35% of 360,000 active | AID 602229;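 active = inhibition above the mean of all tested compounds plus 3 SD, cut at about 70% in these data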;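 also: 0% = DMSO with NR2E3 transfected cells and 100% = cells lacking NR2E3 construct; higher means lower luciferase signal from less NR2E3 corepressor binding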
# Peg3 promoter – reduces Peg3 promoter-driven luciferase expression in HeLa. HeLa PEG-Prom luciferase reporter, luminescence, overnight. inhibition, % at 20 µM. 1.7% of 360,000 active;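 active = inhibition of at least 50% at 20 µM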
# TRPM1 prom inh – inhibitors of MITF-driven TRPM1 promoter in melanoma cells; SK-MEL-5 TRPM1 promoter luciferase, 24 h; inhibition, % at 12.5 µM; 0.83% of 330,000 active;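 active = mean inhibition across replicates of 60% or more, whatever share of single replicates reaches that level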; also: values of inactives mirror those of a sister screen read the other way
# CF NFkB block – inhibitors of cystic fibrosis induced NF-kB; 0.86% of 360,000 active; inhibition, % at 5 µM; KKLEB NF-kB-GFP reporter, PAF-induced, GFP fluorescence overnight;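 active = at least 50% inhibition at 5 µM, scaled per plate between neutral and stimulator controls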;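 also: PAF is a Pseudomonas aeruginosa culture filtrate used as stimulus; plate controls were PAF-stimulated DMSO wells for no effect and unstimulated DMSO wells for full effect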
# LMP1 NFkB inh – Epstein-Barr LMP1 NF-kappaB reporter inhibition. 0.69% of 350,000 active. LMP1-induced NF-kappaB luciferase reporter cells, luminescence. inhibition, % at 12.5 µM; in the data active = inhibition above about 41%;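 also: 0% = neutral control wells and 100% = reference inhibitor control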
# * hit, by the source's call; . = no result given. This is a subset; rates above refer to the full screens.
SMILES,hiPSC survival,Shn3 inh set2,KKLEB tox,HIF-2a block,NR2E3 ag-1,TRAIL sens C8,NR2E3 ag-2,Peg3 promoter,TRPM1 prom inh,CF NFkB block,LMP1 NFkB inh
Cc1ncc([N+](=O)[O-])n1Cc1ccc(Cl)cc1,0.1,4,1,11,0,23,4,6,-3,-10,-19
Cc1oc(C(=O)Nc2ccc(C(=O)O)cc2)cc1COc1ccccc1,2.1,-37,10,0,-1,11,-14,-19,-13,-8,-6
N#Cc1ccc(Oc2ccc(S(=O)(=O)N3CCCCC3)cn2)cc1,0.0,9,23,8,4,-17,-1,8,-3,8,4
CN1CCN(C(=O)CCN2C(=O)/C(=C/c3ccccc3Cl)SC2=S)CC1,-0.3,-60,5,12,1,1,-4,59*,-3,20,-5
Cc1cccc(-n2c(C)nc3cc(C(=O)NCc4ccc5c(c4)OCO5)ccc32)c1,-0.8,-4,7,2,4,20,-17,-2,-15,11,2
Cc1cc(C)nc(Nc2ncc(O)n2-c2ccc(C)c(Cl)c2)n1,2.2,12,-2,-9,0,1,-14,-4,0,2,1
Cc1ccccc1NS(=O)(=O)c1ccc(OCC(=O)NCC2CCCO2)cc1 (centres undefined),-0.2,-4,-3,17,4,-17,-35,3,-4,10,-2
O=[N+]([O-])c1nn(-c2ccccc2)[n+]([O-])c1N1CCN(c2ccccc2)CC1,-0.9,-1,-12,10,1,-2,-34,-2,10,0,2
COc1ccc(NC(=O)CCCC(=O)O)cc1Cl,1.6,2,8,6,2,-1,9,-15,5,-2,-2
COc1ccc(C(=O)c2ccccc2)cc1CN1CCOCC1,-1.9,2,2,5,.,-15,3,13,.,5,7
COc1ccc(CCN2C(=O)C3C4CC(C5C(C(=O)NN)=NOC45)C3C2=O)cc1OC (centres undefined),-2.7,1,9,21,1,-4,3,10,-6,-15,-2
CCOc1ccc(NC(=O)CSc2nnc(N)s2)c([N+](=O)[O-])c1,-0.3,-14,3,-32,2,-5,-3,-19,-10,-12,-7
O=C(O)Cn1cnc2scc(-c3ccccc3)c2c1=O,1.0,5,2,11,0,9,-13,8,2,4,4
Cc1occc1C(=O)Nc1ccc2c(c1)OCO2,-3.1,-39,2,-142,2,9,-130,-205,-70,5,-13
O=C(NCCN1CCOCC1)/C(=C/c1ccco1)NC(=O)c1ccccc1,0.6,7,-12,9,1,-19,-26,7,-7,16,-4
COc1cc(C(=O)NC(C)c2cccc3ccccc23)cc(OC)c1OC (centres undefined),-0.5,17,0,10,-7,-8,-13,23,15,-14,10
Cc1ccc(C(=O)NC2CCc3ccccc3C2=O)cc1 (centres undefined),-0.9,-55,-4,-269,2,27,-69,-256,-35,-7,-54
C=CCN(C(=O)CNC(=O)c1ccco1)C(C(=O)NC1CCCC1)c1ccc(OC)cc1 (centres undefined),-0.7,-2,-1,12,7,12,-21,2,5,-3,-1
Cc1ccc(S(=O)(=O)N(Cc2ccccc2)c2ccccc2C(=O)Nc2ccccc2C(=O)NCc2ccco2)cc1,-1.0,15,4,12,4,6,-3,25,6,8,-7
O=c1[nH]c(N2CCc3ccccc3C2)nc2c1CCC2,1.2,-2,4,-28,0,7,-14,-1,-2,-1,-4

# Reformatted with two lines to a compound: entries from further up
# Second line of a record – hiPSC survival	Shn3 inh set2	KKLEB tox	HIF-2a block	NR2E3 ag-1	TRAIL sens C8	NR2E3 ag-2	Peg3 promoter	TRPM1 prom inh	CF NFkB block	LMP1 NFkB inh
- O=C(NCCN1CCOCC1)/C(=C/c1ccco1)NC(=O)c1ccccc1
 : 0.6	7	-12	9	1	-19	-26	7	-7	16	-4
- COc1cc(C(=O)NC(C)c2cccc3ccccc23)cc(OC)c1OC (centres undefined)
 : -0.5	17	0	10	-7	-8	-13	23	15	-14	10
- Cc1ccc(C(=O)NC2CCc3ccccc3C2=O)cc1 (centres undefined)
 : -0.9	-55	-4	-269	2	27	-69	-256	-35	-7	-54

# Carrying on.
SMILES,hiPSC survival,Shn3 inh set2,KKLEB tox,HIF-2a block,NR2E3 ag-1,TRAIL sens C8,NR2E3 ag-2,Peg3 promoter,TRPM1 prom inh,CF NFkB block,LMP1 NFkB inh
Cc1cc(C)c2cc(N)c(Cl)nc2n1,-0.9,-4,-22,5,.,-3,9,15,.,-101,.
Cc1nn(C)c(Cl)c1CN1CCC(CO)(CCOc2ccccc2)CC1,-1.3,36,-1,5,0,4,29,7,3,0,0
C/C(=N\N=C1\NC(=O)C(CC(=O)Nc2ccc(C)c(Cl)c2)S1)C(C)C (centres undefined),1.9,-2,1,15,4,2,-40,20,4,-1,8
S=C(Nc1ccccc1)N1CCN(C/C=C/c2ccccc2)CC1,-1.8,29,-3,15,4,12,9,15,-5,18,3
CC(SC1=NCCN1S(=O)(=O)c1ccccc1)c1ccccc1 (centres undefined),4.9,-4,6,15,-1,5,-22,11,9,-13,4
O=c1cc(-c2ccc(OCc3ccccc3)cc2)oc2cc(OCc3ccccc3)cc(OCc3ccccc3)c12,-1.4,-15,5,-97,.,-7,-37,-52,-12,-35,-1
O=C(c1ccc(Cl)c(S(=O)(=O)Nc2ccc(F)cc2)c1)N1CCN(c2ccccn2)CC1,0.5,19,-3,9,-1,13,-20,17,3,3,9
Cc1ccc([N+](=O)[O-])cc1S(=O)(=O)Nc1ccc(C(=O)NCc2ccccn2)cc1,-0.4,-14,-1,4,3,-10,13,21,2,-11,4
O=C(O)/C=C1\NC(=O)c2ccccc21,0.3,-9,7,14,-1,-3,-4,9,8,-1,3
CCOc1ncccc1C(=O)N1CCN(C(c2ccccc2)c2ccccc2)CC1,-1.1,16,0,23,2,2,-1,23,6,4,20
O=C(O)C1CSCN1S(=O)(=O)c1cccc2nsnc12 (centres undefined),-1.6,-4,-8,-16,-1,-7,5,15,6,-3,11
COc1ccc(N(CC(=O)NC2CCCC2)C(=O)Cn2nnc(-c3ccc(F)cc3)n2)cc1OC,-1.3,24,12,-3,4,13,0,23,-3,0,6
COc1ccc(S(=O)(=O)Cc2ccc(C(=O)NC3CCCC3)o2)cc1,-2.3,-18,10,-3,0,-3,-11,15,.,3,6
CCOc1ccc(CCNC(=O)CCCN2C(=O)c3ccccc3C2=O)cc1OCC,-1.4,15,2,7,3,-9,-3,4,7,8,-3
CC(C)(C)CC(C)(C)NC(=O)c1ccc2snnc2c1,-0.3,5,1,7,-1,1,-29,7,-2,-6,2
CCC(C)[C@H](NC(=O)N1CC(=O)Nc2ccccc21)C(=O)N1CCC[C@H]1C(=O)O (some centres undefined),2.8,9,12,8,2,-9,-18,1,-12,10,-6
Cc1nn(C)cc1C(C)NC(=O)c1cc(COc2cccc3cnccc23)on1 (centres undefined),-0.3,39,-4,10,-1,-2,69,-4,3,29,16
COc1ccc(C(=O)NC2CC(C)(C)Cc3c2cnn3-c2ccccc2)cc1OC (centres undefined),-0.1,29,4,5,0,0,-18,11,11,0,2
COC(=O)c1[nH]c2ccc(Cl)cc2c1NC(=O)Oc1ccccc1,-0.6,-23,7,-182,-3,7,-29,-47,-4,-9,-16
O=C(O)c1ccc2c(c1)-c1cc(C(=O)O)ccc1S2(=O)=O,-0.3,-1,2,10,3,-11,-10,4,5,-10,3
Cc1ccc2occ(-c3nn[nH]n3)c(=O)c2c1,-0.4,-70,6,14,-1,-16,-2,5,9,1,4
O=C(O)Cc1nc2nc3c(c(=O)n2[nH]1)CCCC3,4.1,7,-2,15,1,-8,-6,4,7,2,-3
N#Cc1nc(Cc2cccc3ccccc23)oc1N1CCCCC1,6.5,14,-5,-1,3,-21,-6,21,3,-3,0
COc1ccc(C(=O)C2CCCN(S(=O)(=O)C(C)C)C2)c(C)c1 (centres undefined),1.0,-15,17,11,-2,0,-15,6,1,5,7
COc1cc2c(cc1OC)CN(C(=O)Nc1ccccc1Cl)CC2,-0.5,5,-1,-31,2,-6,-7,-5,-6,1,-4
CN1CCN(c2ccccc2NC(=S)NC(=O)c2cc3ccccc3o2)CC1,-0.4,10,22,12,2,9,-10,22,54,-27,-9
O=C(/C(=N\Nc1ccc(Br)cc1)Sc1nnnn1-c1ccccc1)c1ccccc1,-0.8,-13,-1,-3,0,-1,-11,9,4,-2,-3
Cc1n[nH]c(C)c1S(=O)(=O)N1CCC(C(=O)N2CCn3c2nc2ccccc23)CC1,-0.6,-6,7,15,6,-1,-13,-2,-9,-6,-28
Cc1cc(C)cc(N2C(=O)CC(Sc3ccccc3C(=O)O)C2=O)c1 (centres undefined),0.4,9,2,11,-1,1,7,-2,-4,-1,4
Cc1ccnc(SCc2cc(=O)c(OC(=O)c3cc([N+](=O)[O-])ccc3Cl)co2)n1,-0.4,17,-1,9,0,7,-3,24,-4,3,8
Cc1ccc2nc(NC(=O)c3ccc(S(=O)(=O)N4CCCc5ccccc54)cc3)sc2c1,-1.3,28,4,12,-1,27,-22,3,-7,-17,19
O=C(CSc1nccc(=O)[nH]1)Nc1ccc(S(=O)(=O)N2CCOCC2)cc1,-0.7,8,-2,-8,2,1,-19,18,5,10,0
O=C(NC1CC1)c1ccc(NC(=O)C2CCC2)cc1,10,-6,5,-30,.,17,-34,-13,-3,8,1
O=C(NCc1ccccc1OC(F)(F)F)C1CCC(=O)N(Cc2cccc(F)c2)C1 (centres undefined),-0.4,-11,-15,6,-2,-13,1,13,0,16,-4
OCCC1CN(Cc2ccc3nsnc3c2)CCN1C1CCCCC1 (centres undefined),0.3,13,-2,10,2,1,19,8,-2,8,-4
CC(NC(=O)C1(C)CC1(Br)Br)C(C)(C)C (centres undefined),-3.2,-9,-3,17,-1,-19,3,14,14,-5,-1
CC(Sc1nnc(C2CC2)n1C1CC1)C(=O)N(C)C1(C#N)CCCCC1 (centres undefined),-0.3,-8,-4,6,-1,-3,10,-1,5,12,-7
CC1CN/C(=C\C(=O)c2ccc(Cl)cc2)C(=O)N1 (centres undefined),-2.8,4,12,-85,1,14,-99,-131,-1,6,33
Cc1cccc(NC(=O)[C@@H](NC(=O)[C@@H]2Cc3ccccc3CN2)C(C)C)c1,0.3,-20,15,-22,-1,-30,4,-15,-2,-12,1
CCOC(=O)C1=CCC(c2ccc(F)cc2)N(S(=O)(=O)c2ccc(C)cc2)C1 (centres undefined),-1.2,11,-23,14,.,11,-33,18,.,33,.
CC(=O)Nc1ccc(NC(=O)/C(Cl)=C/c2ccccc2)cc1,-3.8,-28,-1,-200,3,-7,-25,-308,-113,11,-16
CC(=O)c1cccc(NC(=O)C2CCN(S(=O)(=O)c3cccs3)CC2)c1,3.1,10,1,3,0,3,-4,1,4,7,-7
O=C(CC(C(=O)c1ccccc1)c1ccccc1)c1ccccc1 (centres undefined),-2.0,9,2,-37,.,0,-1,13,1,16,-2

# Shown as a hit in Peg3 promoter, of those listed so far:
SMILES,Shn3 inh set2,HIF-2a block,NR2E3 ag-1,NR2E3 ag-2,Peg3 promoter,TRPM1 prom inh,CF NFkB block,LMP1 NFkB inh
CN1CCN(C(=O)CCN2C(=O)/C(=C/c3ccccc3Cl)SC2=S)CC1,-60,12,1,-4,59*,-3,20,-5
